# Screens as filed in PubChem.
# Calb biofilm kill: kills Candida albicans biofilms; C. albicans biofilm + clotrimazole, Alamar Blue; inhibition, % at 6 µM; hit rate 0.14% among 85,000; AID 834;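 active = inhibition above 20%; inactive = inhibition below 20%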;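 also: preformed 24 hr biofilms exposed to compound for 48 hr; 0% = biofilm without compound and 100% = blank killed by clotrimazole plus chlorhexidine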
# Mac1 fbg inh: blocks human CD11b/CD18 adhesion to fibrinogen | K562 CD11b/CD18 adhesion to fibrinogen, ATPlite luminescence; Mn2+ added to activate the integrin | inhibition, % at 10 µM | P05107+P11215 | hit rate 0.54% among 93,000;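 active = primary inhibition of 50% or more at 10 µM, then 40% or more on retest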; also: some results filed as inactive read as strong as hits
# Target sequence (P05107 whole entry, looked up, other chains not shown): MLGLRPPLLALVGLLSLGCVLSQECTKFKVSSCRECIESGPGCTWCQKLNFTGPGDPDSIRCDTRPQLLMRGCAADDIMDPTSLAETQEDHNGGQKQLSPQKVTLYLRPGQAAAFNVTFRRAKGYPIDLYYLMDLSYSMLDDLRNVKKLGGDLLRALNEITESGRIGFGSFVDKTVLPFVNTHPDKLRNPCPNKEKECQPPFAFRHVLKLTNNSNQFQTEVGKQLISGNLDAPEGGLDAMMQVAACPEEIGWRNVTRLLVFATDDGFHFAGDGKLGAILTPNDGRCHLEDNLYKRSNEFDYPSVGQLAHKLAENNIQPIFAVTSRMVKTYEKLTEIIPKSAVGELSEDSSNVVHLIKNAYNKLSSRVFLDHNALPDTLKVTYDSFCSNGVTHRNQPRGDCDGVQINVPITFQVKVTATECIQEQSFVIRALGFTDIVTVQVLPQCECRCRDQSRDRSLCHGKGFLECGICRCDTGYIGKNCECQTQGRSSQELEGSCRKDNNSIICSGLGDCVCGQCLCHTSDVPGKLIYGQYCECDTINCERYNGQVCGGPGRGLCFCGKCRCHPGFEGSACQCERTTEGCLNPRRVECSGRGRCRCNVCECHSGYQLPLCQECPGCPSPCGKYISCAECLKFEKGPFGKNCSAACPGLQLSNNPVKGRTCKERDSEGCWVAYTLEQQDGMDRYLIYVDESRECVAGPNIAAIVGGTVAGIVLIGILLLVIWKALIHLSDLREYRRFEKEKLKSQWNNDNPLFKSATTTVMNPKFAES
# sEH activator: soluble epoxide hydrolase (human) activation; hit rate 0.04% among 91,000; activation, % at 2 µM; purified human sEH enzymatic activity, activator screen; in the data active = activation above about 37%; also: values of inactives mirror those of a sister screen read the other way
# CD11b adhes enh: increases human CD11b/CD18 adhesion to fibrinogen | K562 CD11b/CD18 adhesion to fibrinogen, ATPlite luminescence | activation, % at 10 µM | hit rate 0.07% among 93,000 | AID 1499;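 active = 10 µM primary screen giving 50% or more activity, confirmed by 40% or more on retest at that dose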; also: strong numbers were not always called active; reference of the scale not given here
# Smad3 inh: inhibitors of human Smad3 transcription factor binding | P84022 | TR-FRET Smad3/Dy647-FoxH1 peptide binding, europium anti-His | inhibition, % at 25 µM | hit rate 0.29% among 88,000;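 active = compounds that reduce the energy-transfer binding signal between the protein and its labelled peptide by more than half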;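 also: 0% = Smad3 plus labelled peptide maximal FRET and 100% = peptide-only background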
# MT1-MMP txn act: activates MT1-MMP transcription; HT1080 MT1-MMP promoter luciferase reporter, luminescence, overnight; stronger effect = higher value; activation factor at 10 µM; hit rate 0.16% among 86,000;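 active = activation factor of at least 2 for MT1-MMP transcription at 10 µM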
# ERa SRC1 pot: enhances coactivator binding to human estrogen receptor alpha; TR-FRET ERalpha-LBD/SRC-Cy5 coactivator binding, 2 h; 100 = basal binding, no effect; coactivator binding (% of control), % at 25.6 µM; hit rate 1.3% among 86,000; AID 639; in the data active = activity above about 200%;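 also: binding measured in presence of low estradiol as agonist stimulus; 0% = peptide alone without receptor and 100% = receptor with peptide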
# sEH inh: blocks human soluble epoxide hydrolase activity | P34913 | recombinant human sEH enzymatic activity assay | inhibition, % at 2 µM | hit rate 0.34% among 91,000 | AID 707; in the data active = inhibition above about 80%; also: values of inactives mirror those of a sister screen read the other way; many of its hits are not listed in these tables
# ERb SRC1 inh: ER-beta (human) coactivator binding inhibition; Q92731; TR-FRET ER-beta LBD / SRC1-Cy5 peptide binding; receptor agonist-loaded with 1 µM estradiol; inhibition, % at 25.6 µM; hit rate 1.3% among 86,000; AID 633;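 active = compounds whose percent inhibition of the receptor-coactivator binding signal exceeds about 50% in the single-dose screen, limit read from the data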;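 also: 0% = receptor plus peptide wells without compound and 100% = peptide-only wells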
# Active calls of the source: *; . = not tested or not shown; [ ] = dose if it differs, or a comment. A portion of the library (hit frequency here may not be typical).
SMILES,Calb biofilm kill,Mac1 fbg inh,sEH activator,CD11b adhes enh,Smad3 inh,MT1-MMP txn act,ERa SRC1 pot,sEH inh,ERb SRC1 inh
CCOc1ccc2nc(C(C)O)[nH]c2c1 (stereo unspecified),2,-13,-7,0,4,1,112,7,-4
CCOc1ccc(-n2c(Cc3ccccc3)nnc2SCc2c(C)noc2C)cc1,4,11,-18,3,6[fluorescence artefact?],1.3,107,18,-3
CC(C)CNC(=O)c1cc2nc3c(c(C(F)(F)F)n2n1)CCc1ccccc1-3,4,-3,-1,-1,-18,0.9,121,0,-7
C=CCn1c(SCC(=O)Nc2ccccc2CC)nnc1-c1ccncc1,3,-6,-15,-7,1,1,92,17,23
CC1(C)CC(=O)C2=C(C1)N(Cc1cccnc1)C(=O)C2(NC(=O)c1ccc(F)cc1)C(F)(F)F (stereo unspecified),10,19,13,-1,-4,1,105,-13,-5
COc1ccc(C(=O)Nc2ccc(OC)c(OC)c2)cc1,6,-8,-10,3,12,1.4,122,10,-6[fluorescence artefact?]
Cc1ccc2oc(=O)c3cnn(CC(=O)NC4CCN(Cc5ccccc5)CC4)c3c2c1,4,6,.,0,5,1.1,125,.,-7
Cn1c(CSCc2ccc(F)cc2)nnc1SCC(=O)Nc1nccs1,-2,-5,-1,-1,0,1,121,4,-3
CCn1c(=O)c(C(=O)Nc2cccnc2)c(O)c2ccccc21,2,.,8,.,28[fluorescence artefact?],1.1,103[fluorescence artefact?],-7,23[fluorescence artefact?]
CCOC(=O)C(C)n1cnc2c(nnn2-c2ccc(OC)cc2)c1=O (stereo unspecified),2,22,7,-1,-4[fluorescence artefact?],1.2,106,-7,-2
CCOC(=O)C(=Cc1ccc(F)cc1)C(=O)OCC,.,-1,-4,4,.,.,.,3,.
COCCN(CCOC)C(=O)C12CCC(C)(C(=O)C1)C2(C)C (stereo unspecified),7,17,8,1,5,1.1,119,-3,-9
Cc1ccc(N2CC(C(N)=O)CC2=O)cc1C (stereo unspecified),3,-6,-7,2,12,1,111,12,-33
Cc1c(C(=O)OCC(=O)N2CC(C)OC(C)C2)oc2ccc(Br)cc12 (stereo unspecified),7,-6,-8,-1,0,1,119[fluorescence artefact?],6,2
CC(Sc1ccc2c(c1)OCCO2)C(=O)Nc1ccc2c(c1)OCO2 (stereo unspecified),11,4,.,-3,-4,1.2,98[fluorescence artefact?],.,-3
Cc1nc(SCC(=O)CC(=O)OC(C)C)c(C#N)c(C)c1C,.,-22,16,6,.,1.1,.,-13,.
COC(=O)CSc1nnc(CNC(=O)c2cccs2)n1-c1cccc(C)c1,-3,-19,5,-6,-2,1.2,102,-7,-1
CC(=O)c1ccc(-c2nc3ccccc3n2C)o1,10,6,14,-5,-3,1.4,113[fluorescence artefact?],-9,5
CCOC(=O)C1CCCN(CC(=O)Nc2c(C(=O)OC)[nH]c3ccc(Br)cc23)C1 (stereo unspecified),6,4,0,0,12,1.3,102,0,-7
Cc1cccc(N2CCN(C(=O)n3ccnc3)CC2)c1C,-1,-7,8,1,-2,1.2,178,-10,-3
COc1ccccc1NS(=O)(=O)c1ccccc1C#N,9,-7,-4,0,3,1,112,3,-2
COc1ccc(CNC(=O)c2c(O)c3ccccc3n(C)c2=O)cc1OC,10,4,14,-5,8[fluorescence artefact?],0.9,169[fluorescence artefact?],-15,13[fluorescence artefact?]
C=CCn1c(-c2cccs2)nc2ccccc21,-8,-12,18,-1,-4,1.2,104[fluorescence artefact?],-15,-4
COc1ccc(S(=O)(=O)CCc2nc3ccccc3s2)cc1,8,13,-10,-5,-2,1.1,101[fluorescence artefact?],8,-4
COc1cc(C=O)ccc1OCCSc1ccc(C)cc1,.,-38,1,-2,.,.,.,-1,.
# Additional records.
SMILES,Calb biofilm kill,Mac1 fbg inh,sEH activator,CD11b adhes enh,Smad3 inh,MT1-MMP txn act,ERa SRC1 pot,sEH inh,ERb SRC1 inh
CSc1ccc(NC(=O)N2CCN(c3nc4ccccc4s3)CC2)cc1,-1,2,-32,-7,-23,1.1,91,34,-1[fluorescence artefact?]
Cc1cc(NC(NC(=O)c2ccco2)(C(F)(F)F)C(F)(F)F)no1,4,37,-1,5,4,1.1,115,2,-10
O=C(C(c1ccccc1)c1ccccc1)N1CCCc2ccccc21,1,.,9,.,7[fluorescence artefact?],1.7,97,-6,-7
CCN(CC)CCNC(=O)Cc1nn(CC)c(=O)c2ccccc12,6,-3,10,-6,0,0.9,102,-7,0
CC(C)(C)C1CCC(OC(=O)c2ccncc2)CC1 (stereo unspecified),0,-13,8,0,-8,1.2,121,-8,-3
Cc1nc2nc(SCC(=O)N3CCOCC3)nn2c(C)c1Cc1c(F)cccc1Cl,11,-1,.,7,8[fluorescence artefact?],1.1,95,.,-3[fluorescence artefact?]
Cc1ccccc1-c1noc(C2CCCCC2)n1,2,0,-11,1,-10,1.1,107,10,-5
Cc1cc(C)nc(NS(=O)(=O)c2ccc(NC(=O)CCN3C(=O)c4ccccc4C3=O)cc2)n1,7,-13,.,4,-1,1.1,116,.,0
CC(C)Oc1ccc(CNCCC2(C(C)C)CCOC(C)(C)C2)cc1 (stereo unspecified),2,9,1,0,0,1.1,164,-4,-7
CCn1cc(/C=N\NC(=O)c2ccc3c(c2)c(C)c(C)n3Cc2ccccc2)c(C)n1,.,10,4,-4,.,.,.,-3,.
CC1CCc2c(C(=O)N3CCN(S(=O)(=O)c4cccs4)CC3)csc2C1 (stereo unspecified),1,-64,-12,-2,-2,1,97[fluorescence artefact?],10,-6
Cc1ccc(-c2ccc(OCC(=O)N3CCOCC3)cc2)cc1,8,16,-7,-2,13,1.4,103,8,-31[fluorescence artefact?]
O=C(c1ccc(N2CCCC2=O)cc1)N1CCCCCC1,1,.,.,.,-1,1.2,123,.,0
O=C(CCSc1ccccc1)Nc1nnc(-c2ccccc2)o1,3,-2,-16,-4,8,1.1,100,16,-8
O=C(CSc1nnnn1-c1cccc2c1CCCC2)N1CCCCC1,9,.,-5,.,5,1.1,94,5,-13[fluorescence artefact?]
CCOc1ccccc1N(CC(=O)OC)S(C)(=O)=O,-2,-13,12,0,3,1,110,-14,-6[fluorescence artefact?]
CCOc1ccc(OCC)c(NC(=O)CN(C)S(=O)(=O)c2cnc[nH]2)c1,.,-5,-5,-1,-2,1,115,6,-1
CC(C)NC(=S)N/N=C/c1cccs1,.,3,-6,-4,.,.,.,8,.
CCCCc1cc(=O)oc2c(CN3CCCC3)c(O)c(Cl)cc12,6,-15,-9,0,5,1.7,118,12,1
CC(C)[C@H](Nc1nc(-c2ccccc2)nc2c1oc1ccccc12)C(=O)O,4,.,0,.,9,1.1,91,4,-1
CN(C)/C=C1/Sc2ccccc2C1=O,2,8,.,1,3,1,111[fluorescence artefact?],.,15[fluorescence artefact?]
O=C(CCSc1ccccc1)NC1CCCC1,0,1,.,-1,7,1.1,123,.,-3
CCOC(=O)C1CCN(C(=O)Cn2cccc2C(=O)c2ccccc2)CC1,3,2,4,0,4,1,100[fluorescence artefact?],-3,2[fluorescence artefact?]
COC(=O)COn1c(-n2nc(C)cc2C)nc2ccccc2c1=O,6,9,-3,-4,-3,1.1,102,3,-9
CN(C)c1ccc(NC(=O)Nc2ccc3snnc3c2)cc1,4,-3,-58,-2,19[fluorescence artefact?],1.3,135[fluorescence artefact?],57,1

# Looked up above.
# CSc1ccc(NC(=O)N2CCN(c3nc4ccccc4s3)CC2)cc1 in sEH inh reads 34
# Cc1ccc2oc(=O)c3cnn(CC(=O)NC4CCN(Cc5ccccc5)CC4)c3c2c1 in ERb SRC1 inh reads -7
# Cc1ccc(N2CC(C(N)=O)CC2=O)cc1C (stereo unspecified) in MT1-MMP txn act reads 1

# The main list resumes, repeating the 4 entries before the break.
SMILES,Calb biofilm kill,Mac1 fbg inh,sEH activator,CD11b adhes enh,Smad3 inh,MT1-MMP txn act,ERa SRC1 pot,sEH inh,ERb SRC1 inh
O=C(CCSc1ccccc1)NC1CCCC1,0,1,.,-1,7,1.1,123,.,-3
CCOC(=O)C1CCN(C(=O)Cn2cccc2C(=O)c2ccccc2)CC1,3,2,4,0,4,1,100[fluorescence artefact?],-3,2[fluorescence artefact?]
COC(=O)COn1c(-n2nc(C)cc2C)nc2ccccc2c1=O,6,9,-3,-4,-3,1.1,102,3,-9
CN(C)c1ccc(NC(=O)Nc2ccc3snnc3c2)cc1,4,-3,-58,-2,19[fluorescence artefact?],1.3,135[fluorescence artefact?],57,1
Cc1nc(-c2ccccc2)sc1C(=O)/C=C/c1ccccc1,.,-5,8,4,.,.,.,-8,.
Cc1ccc(C(=O)N2CCN(C(=O)N3CCOCC3)CC2)cc1,6,-9,7,-1,-1,1,101,-9,-1
CC1CCc2nn(CC(=O)NC3CCCC3)cc2C1 (stereo unspecified),11,-6,1,1,7[fluorescence artefact?],1.2,112,-2,-9[fluorescence artefact?]
COC(=O)Cc1c(C)nc2nc(-c3ccc(OC)cc3)[nH]n2c1=O,5,3,.,-3,3[fluorescence artefact?],1.1,112,.,1[fluorescence artefact?]
COC(=O)c1cc(Cl)c(NC(=O)c2ccc(C(C)(C)C)cc2)cc1OC,.,-1,5,11,.,.,.,-2,.
Cc1nc2sc(C#N)c(N)c2c2c1CCCC2,3,-7,0,6,0,1,112,2,-1
Cc1cc(OCC(=O)NC(C)C)cc(C)c1Cl,8,.,2,.,8,1.2,110,3,-2
O=C(NC12CC3CC(CC(C3)C1)C2)C1CC(=O)N(c2ccccc2)C1 (stereo unspecified),0,.,8,.,3,1.1,107,-5,10
CCC(=O)N(c1ccc(F)cc1)C1C=CS(=O)(=O)C1 (stereo unspecified),4,.,0,.,-2,1.1,128,1,24
Cc1ccc(N(CC(=O)NCC2CCCO2)C(=O)CCC(=O)Nc2ccccn2)cc1C (stereo unspecified),2,.,-4,.,4,1.1,119,4,-6[fluorescence artefact?]
N#Cc1c2n(c3c(-c4ccccc4)ncnc13)CCC2,0,-3,0,-1,6,1,114,2,-6[fluorescence artefact?]
CC(C)C(c1nnnn1C1CCCC1)N1CCCCC1 (stereo unspecified),-2,2,-7,-1,0,1.1,110,4,-3
CCOC(=O)CNC(=O)c1ccc(C)cc1,6,4,0,-4,9,1.1,118,0,-3
COc1ccc(CCNC(=O)C2CC(c3c(Cl)cccc3Cl)=NO2)cc1 (stereo unspecified),.,-1,-12,4,.,.,.,12,.
CC1(C)Cc2noc(N)c2C(C)(C)N1OC(=O)c1cccs1,4,-3,12,0,5,1.2,114,-7,-10
CCOC(=O)CNc1c(-c2ccc(O)cc2)nc2ccc(Cl)cn12,7,-19,-12,-2,3,1.2,90[fluorescence artefact?],9,4
CN(C)c1ccc(-c2ccccc2)nn1,5,-32,-14,-2,-11,1.2,143,15,5[fluorescence artefact?]
Cc1cccc(C(C)(C)C)c1OCCCCN1CCCC1,-2,5,6,-8,6,1.1,112,-13,1
CC(=O)c1ccc(N2CCN(c3ccc(S(=O)(=O)N4CCN(C)CC4)cn3)CC2)cc1,-3,-6,-3,1,12,1.1,169[fluorescence artefact?],4,6
COc1ccc2[nH]cc(C(=O)CN3CCN(C/C=C/c4ccccc4)CC3)c2c1,6,1,-5,-2,0,1.1,109,3,-12
CC(=O)N(c1cccc(C)c1)C1SC(=O)N(c2ccccc2)C1=O (stereo unspecified),5,-3,9,-2,-15,1.2,95,-10,-4[fluorescence artefact?]
CCN(CC)S(=O)(=O)c1ccc(-c2nnc(SCC(=O)N3c4ccccc4CC3C)o2)cc1 (stereo unspecified),0,0,7,-1,-10,1,124,-4,18
Cc1onc(-c2c(F)cccc2Cl)c1C(=O)Nc1nc2c(s1)CCCC2,9,.,-10,.,2,1,113,10,2
O=C(CSc1nnc(-c2c[nH]c3ccccc23)o1)N1c2ccccc2CCc2ccccc21,10,36,13,-2,6,0.9,130,-14,1
CCOC(=O)CNC(=O)CSc1nnc(SCC(=O)NCC(=O)OCC)s1,8,-6,1,-1,1,1.2,87,0,0
COc1ccc(-n2cnc3cc(NS(=O)(=O)c4ccc(C)cc4)ccc32)cc1,0,2,11,0,15,1.2,70[fluorescence artefact?],-14,-4
